# Screening data deposited in PubChem by several laboratories.
# SMARCA2 activ – activators of SMARCA2 function; MG213 cells, MMTV-luciferase reporter, dexamethasone, overnight; AID 652017; activation, % at 9.1 µM; 1% of 370,000 active; in the data active means activation above about 7.8%;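 further: 0% = vehicle wells and 100% = reference activator wells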
# HGIII-sPLA2 inh – Inhibits HGIII-sPLA2 liposome hydrolysis, primary screen. inhibition, % at 12.2 µM. Q9NZ20. QFRET BODIPY PC-A2 liposome hydrolysis, fluorescence. AID 743126. 0.56% of 370,000 active;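 active means inhibition above mean plus 3 SD of compounds lying within the high and low control bounds, cut at about 19% in these data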;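 further: 0% = median of test compound wells and 100% = no enzyme DMSO wells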
# Target sequence (Q9NZ20 whole entry, looked up): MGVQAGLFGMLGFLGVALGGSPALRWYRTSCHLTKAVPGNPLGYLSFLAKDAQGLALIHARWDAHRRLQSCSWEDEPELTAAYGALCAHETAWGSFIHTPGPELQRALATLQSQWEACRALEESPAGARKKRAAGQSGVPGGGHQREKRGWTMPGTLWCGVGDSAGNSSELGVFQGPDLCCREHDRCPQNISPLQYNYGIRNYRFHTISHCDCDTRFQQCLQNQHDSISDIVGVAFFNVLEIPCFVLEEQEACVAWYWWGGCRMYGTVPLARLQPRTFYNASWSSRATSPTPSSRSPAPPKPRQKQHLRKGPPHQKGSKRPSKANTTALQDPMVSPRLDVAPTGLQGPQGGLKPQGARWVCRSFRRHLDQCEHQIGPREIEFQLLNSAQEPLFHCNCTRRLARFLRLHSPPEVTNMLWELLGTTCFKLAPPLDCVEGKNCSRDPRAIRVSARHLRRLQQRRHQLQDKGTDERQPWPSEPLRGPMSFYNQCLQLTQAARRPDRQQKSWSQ
# Rev-erbA mod – modulators of human Rev-erb alpha DNA binding; P20393; AID 1259318; Rev-erbα–FITC-DNA binding, fluorescence polarization, 90 min; 0.79% of 370,000 active; activity, % at 10 µM;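 active means activity above about 14%, limit read from the data; passing the limit was not always enough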;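 further: 0% = DMSO wells with 35 nM protein and 100% = DMSO wells with 750 nM protein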
# hcDAF12 agonist – activates DAF-12 receptor from parasite H. contortus; 1.4% of 370,000 active; activation, % at 6.8 µM; HEK293 hcDAF-12 lit1-tk-luc reporter, luminescence; 0% DMSO, 100% Δ7-dafachronic acid; AID 652067;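 active means activation above the mean of all tested compounds plus 3 SD, cut at about 5.5% in these data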;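 further: 100% = response to 3 µM Δ7-dafachronic acid high control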
# hgDAF-12 ag – hgDAF-12 agonism, primary luciferase screen. AID 687014. activation, % at 6.8 µM. HEK293 GAL4-hgDAF12 UAS-luciferase reporter, agonist luminescence; normalized to butyrate control. 1.8% of 370,000 active;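 active means activation above a cutoff set at the mean of all screened compounds plus 3 SD, cut at about 10% in these data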;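 further: 0% = DMSO wells and 100% = sodium butyrate wells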
# PG9 Ab binder – binds the HIV-1 gp120 antibody PG9 | TR-FRET gp120-PG9 antibody binding | inhibition, % at 6.7 µM | 0.43% of 360,000 active | AID 624416; in the data active means inhibition above about 8.5%
# DAX1 inh-1 – blocks DAX1 repression of SF-1 activated StAR promoter | inhibition, % at 6.8 µM | AID 652010 | HEK293T StAR-luciferase reporter, SF-1/DAX-1 repression relief | 1.1% of 370,000 active;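 active means inhibition above the mean over all tested compounds plus 3 SD, cut at about 3.6% in these data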;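 further: 0% = DAX-1 cells with DMSO and 100% = cells lacking DAX-1 with DMSO; higher inhibition means more luminescence from relief of DAX-1 repression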
# PLCb3 inh – inhibitors of human phospholipase C beta3; Q01970; Purified PLC-beta3, fluorogenic substrate, fluorescence; inhibition, % at 12.2 µM; 0.18% of 370,000 active; in the data active means inhibition above about 11%;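 further: 0% = median of compound wells on plate and 100% = full blocker control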
# DAX1 inh-2 – inhibitors of human orphan nuclear receptor DAX1 (NR0B1); P51843; HEK293 Gal4-DAX1 luciferase reporter, luminescence; inhibition, % at 6.75 µM; 0.99% of 340,000 active; AID 504766;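 active means inhibition above the mean over all tested compounds plus 3 SD, cut at about 4.2% in these data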;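 further: 0% = DAX1-transfected cells with DMSO and 100% = empty-vector control cells with DMSO; inhibition shows as a rise in luminescence from relieved DAX1 repression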
# Target sequence (P51843 207-470 limits assumed): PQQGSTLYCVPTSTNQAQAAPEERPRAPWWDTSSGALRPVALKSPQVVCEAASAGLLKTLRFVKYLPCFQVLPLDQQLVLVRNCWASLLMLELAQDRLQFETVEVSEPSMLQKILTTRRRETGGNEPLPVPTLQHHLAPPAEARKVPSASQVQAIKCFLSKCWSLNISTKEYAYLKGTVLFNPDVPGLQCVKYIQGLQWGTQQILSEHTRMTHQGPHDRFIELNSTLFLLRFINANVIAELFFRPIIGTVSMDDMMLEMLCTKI
# GAA850 FXN act – increases GAA850 frataxin promoter reporter activity; HEK293 lucGAA850 FXN promoter luciferase reporter, 24 h; percent of 10 µM SAHA response; activation, % at 6 µM; 0.56% of 360,000 active;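 active means activation above the average of all compounds screened plus 3 SD, cutoff fixed separately per campaign, cut at about 7.5% in these data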;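 further: 0% = DMSO wells and 100% = 10 µM SAHA wells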
# ssDAF-12 act – activates DAF-12 receptor from parasite S. stercoralis. 1% of 370,000 active. AID 652126. HEK293 ssDAF-12/GRIP1 lit1-tk-luc reporter, luminescence; % of 3 µM dafachronic acid response. activation, % at 6.8 µM;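 active means activation above the mean over all tested compounds plus 3 SD, cut at about 0.9% in these data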;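 further: 0% = DMSO-only wells and 100% = 3 µM delta7-dafachronic acid wells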
# Numbers without * were called inactive; i = inactive; / = not tested or not shown; & = joins results of further samples; ! = not active in a repeat.
SMILES,SMARCA2 activ,HGIII-sPLA2 inh,Rev-erbA mod,hcDAF12 agonist,hgDAF-12 ag,PG9 Ab binder,DAX1 inh-1,PLCb3 inh,DAX1 inh-2,GAA850 FXN act,ssDAF-12 act
Clc1ccccc1-c1nc(-c2ccncc2)no1,5&1,12&13,3&2,7.2*!,9.7&8.8,-0.3&-1.5,1.1&1.2,-2&-3,1.8,4.5&3.7,-0.7&-0.8
COc1cc(C)cc2oc(=O)c(CC(=O)N3CCN(C(=O)C4COc5ccccc5O4)CC3)c(C)c12 (centres undefined),1,-12,0,-2.6,-2.8,-1.4,-0.9,i,-1.0,-0.2,-1.7
COc1c(C)cc(C(=O)C2CCCN(C(=O)c3snnc3C)C2)cc1C (centres undefined),4,-2,-3,-0.3,-2.1,-3.3,-0.2,6,1.4,2.1,-1.0
O=C(COC(=O)c1ccccc1)Nc1ccccc1N1CCOCC1,1,-10,-2,-1.4,-0.5,1.4,0.0,0,1.3,0.3,-1.5
O=C(Nc1ccccc1Br)C1CC(=O)N(c2ccc3c4c(cccc24)CC3)C1 (centres undefined),1,-24,-7,-0.6,1.7,-2.3,-0.9,-4,0.6,-2.4,-1.5
CCN(CC)c1ccc(S(=O)(=O)N2CCOCC2)cc1NC(=O)CNCc1cccc(Cl)c1,-1,-20,4,-1.8,-1.8,-0.8,-0.3,-4,-0.8,1.9,-1.4
O=C(CSc1nnc(NC(=O)c2cccc(F)c2)s1)NC1CC1,2,2,1,0.3,-1.9,-1.6,-0.1,-4,-0.3,5.0,-0.7
CC(C)C[C@H](N)c1nnc(S(=O)(=O)Cc2cccc(F)c2)o1,1,7,/,-0.4,-1.8,0.6,-0.4,1,0.4,3.0,-1.3
CCc1nc2ccc(C(=O)Nc3nnc(C)s3)cc2nc1CC,0,0,-4,-1.0,1.7,-1.8,-0.2,1,-0.1,-0.4,-1.4
OCC1(Cc2cccc(Cl)c2)CCCN(Cc2ccc3cc(F)ccc3n2)C1 (centres undefined),-1,-5,6,2.6,-3.9,-1.2,0.9,-3,0.1,2.7,-0.2
Cc1cccc(NS(=O)(=O)c2cccc(C(=O)NCc3ccccc3CN3CCOCC3)c2)c1,-2,-22,-2,0.3,-0.2,-0.6,-0.9,2,0.5,-1.3,-1.3
Cc1cccc(NC(=O)CN2CCOCC2)c1C,-1,0,-7,-0.5,0.8,-0.1,0.1,-6,0.7,1.0,-1.6
Cc1nnc(SCC(=O)NC2CC2)s1,-2,8,-5,-2.0,2.3,-0.1,0.5,-3,-0.4,0.2,-0.7
Cc1ccc2nc(-c3ccc(SCC(=O)Nc4cc(C)on4)nc3)[nH]c2c1,5,-6,3,4.4,15*,-0.7,2.4,-56,2.5,0.8,-0.3
CCOc1ccc2[nH]c(=O)c(CN(Cc3ccco3)C(=O)c3ccc(Br)cc3)cc2c1,3,1,9,-0.3,0.1,0.9,0.4,-61,1.0,0.4,-1.5
COC(=O)c1ccc(C(=O)OC)c(NC(=O)CSc2cccc[n+]2[O-])c1,7,3,1,-0.2,-0.9,-0.9,-0.8,-36,1.4,3.0,-1.2
Cc1nn(Cc2ccccc2)c(Cl)c1/C=C/C(=O)OCC(=O)NC(C)C(C)C (centres undefined),-2,1,-2,0.9,-1.0,0.1,-0.2,4,-0.3,2.2,-1.2
CCCCOc1ccc(C(=O)Nn2cnnc2)cc1,-1,-5,-1,-0.7,0.1,-0.2,-0.8,2,1.7,0.5,-1.1
CCN(CC)C(=O)C1CCCN(c2ccc([N+](=O)[O-])cc2/C=N/NC(=O)c2ccc([N+](=O)[O-])cc2)C1 (centres undefined),-3,6,-2,-1.7,2.7,-0.5,-0.8,-1,2.3,1.7,-0.9
O=C(NN=C1CCCCC1)c1ccccc1OCc1ccc(F)cc1,-3,-4,2,-0.9,-1.2,1.1,-0.3,2,-1.6,3.1,-1.8
CN1CCC=C(C(=O)N2c3ccccc3Sc3ccc(Cl)cc32)C1,-1,-13,2,-2.9,-3.4,0.8,0.0,-3,2.0,1.9,-1.0
CCN(CC)S(=O)(=O)c1ccc(NC(=O)COC(=O)c2ccc(NC(=O)CC#N)cc2)cc1,3,-64,-8,-1.9,-1.0,-0.6,-0.2,-20,0.8,1.7,-1.4
O=C1CN(C(=O)CSc2nnc3ccccn23)c2ccccc2N1,2,0,1,3.1,-2.1,-1.2,0.2,-3,0.0,0.5,0.5
CCOC(=O)/C(C)=N/NC(=O)c1cccc([N+](=O)[O-])c1,0,0,3,0.8,5.3,-2.4,-0.3,0,-0.7,2.9,-0.7
CN1OC[C@@H]2CN(CC3CCCCC3)[C@H](c3ccc(-c4ccc(C#N)cc4)cc3)C[C@@H]21,-4,-6,5,0.0,0.2,1.9,3.1,-2,/,/,0.2
COc1cc(-c2cc(C(F)(F)F)n3ncc(C(=O)O)c3n2)cc(OC)c1OC,-4,-3,1,-1.4,-3.1,-1.3,0.0,-71,1.7,-0.7,-1.3
Cn1c(SCC(=O)NNC(=O)c2ccccc2O)nnc1-c1ccccc1,4,6,-1,6.1*,1.3,1.1,0.7,-12,0.4,1.5,0.0
COCCNC(=S)N(CCc1c(C)[nH]c2ccc(Cl)cc12)Cc1cccs1,-2,-21,5,-2.2,-1.5,0.8,-0.7,3,0.3,0.3,-1.8
COC(=O)CN1C(=O)COc2ccc(S(=O)(=O)NCc3ccc(F)cc3)cc21,0,0,3,-1.8,2.9,1.3,-0.2,-6,0.1,0.1,-1.4
COc1ccc(-c2nnc3ccc(SCC(=O)Nc4nc5ccc(C)cc5s4)nn23)cc1OC,2,-1,25*,2.6,-1.2,-1.3,0.3,0,0.0,-0.8,-1.7
CCCC(=O)N=c1sc2cccc(F)c2n1C,4,5,0,3.6,1.9,1.9,0.7,1,-1.1,2.7,0.1
COc1cc(OC)c(C(=O)CCC(=O)O)cc1OC,-1,5,-1,0.0,0.6,0.3,-0.1,1,2.6,-1.7,-0.7
Nc1nonc1-c1noc(COc2ccccc2Cl)n1,-1,-2,-1,4.7,7.5,-1.9,3.0,3,2.0,4.0,0.7
CCc1ccc(S(=O)(=O)Nc2ccccn2)cc1,-1,-2,-9,-1.5,-1.4,0.7,-0.7,-11,3.1,0.7,-0.4
O=C(C1CCN(S(=O)(=O)c2cccc3nsnc23)CC1)N1CCCCC1,-2,4,-1,-0.9,-0.1,0.8,-0.3,-6,0.7,0.5,-1.1
COc1ccc(NC(=O)C(=S)NC2CCCCC2)cc1,1,12,0,1.5,12*,0.1,2.9,-9,1.9,7.4,-0.7
C(=C\c1ccccc1)/CNn1cnnc1,-1,2,4,0.7,0.9,-0.6,-0.4,2,1.2,1.6,-0.9
O=C(CCc1ccccc1)Nc1cc2c3c(c1)CC(=O)N3CCC2,-3,-8,6,0.0,-2.2,0.3,0.4,-11,0.7,0.1,-1.4
CCN1CCN(c2ccc(S(=O)(=O)N3CCOCC3)cc2NC(=O)c2ccccc2SC)CC1,-2,9,7,-1.6,1.5,0.4,0.2,-1,-0.6,-1.0,-0.2
Cc1ccccc1C(=O)NC(C)C1CC2CCC1C2 (centres undefined),1,-4,3,-1.9,1.6,-1.1,-0.5,-10,0.9,-1.5,-1.3
Cc1ccc(NCCC(=O)c2cccs2)cc1C,3,7,-2,4.3,15*,-1.3,2.4,-9,0.7,4.9,0.6
COc1cc(/C=N/N2CCN(Cc3ccc(Cl)cc3)CC2)cc(Br)c1O,-3,2,2,-3.9,-2.3,-1.2,-1.4,-9,-1.7,0.2,-1.6
CC(C)C[C@@H](CN1CCCC1CN1C(=S)NC[C@@H]1Cc1ccccc1)N1C[C@H](Cc2ccc(O)cc2)N(CC2CCCCC2)C1=S (some centres undefined),-4,1,-3,-2.6,-0.9,-1.8,2.0,0,/,/,-1.0
Cc1cc(N2CCN(c3ccc(F)cc3)CC2)n2ncnc2n1,0,-3,2,-3.3,-1.2,0.9,-0.4,-4,0.1,1.4,-1.6
Cc1cc(NC(=O)CSc2nnc(Nc3ccccc3F)s2)no1,0,-5,-3,2.2,3.6,-0.5,0.8,2,1.2,-0.3,-0.5
Cc1cc(=O)oc2cc(NC(=O)c3ccccc3C(=O)O)ccc12,3,1,6,-1.7,3.2,-0.3,0.5,i,0.1,2.4,-1.0
Cc1[nH]c(=S)sc1Cc1ccc(F)cc1,-2,-3,-5,2.0,1.4,-0.7,-0.8,-25,0.1,-0.4,-1.0
COc1cc2cc(C)c(Br)c(OC)c2cc1OC,-4,1,-1,-0.7,4.8,2.6,-1.6,-4,0.5,2.2,-1.2
CCc1cccc(NC(=O)CCNS(=O)(=O)c2ccc3[nH]c(=O)oc3c2)c1,3,-17,4,-2.3,-1.7,-2.1,0.0,-4,0.0,-0.7,-1.4
CC1=C(SCc2ccccc2)C(=O)c2ccccc2C1=O,-10,-6,3,5.1,-4.0,0.3,-4.0,3,-2.8,0.4,-0.6
Cc1c(NS(=O)(=O)CC23CCC(CC2=O)C3(C)C)c(=O)n(-c2ccccc2)n1C (centres undefined),1,-1,-6,-0.2,0.8,-4.3,-0.2,5,0.8,-1.8,-0.2
N#Cc1ccc(Cn2nnc(-c3ccc(N4CCOCC4)cc3)n2)cc1,2,2,5,1.8,-0.2,/,-0.1,5,/,/,-2.1
CCCCS/C(N)=N/N=C/c1cc(C)ccc1O,5,12,3,0.0,5.5,-2.5,0.3,-244,1.1,4.4,0.2
O=C(O)c1ccccc1C(=O)c1cccs1,1,-1,1,-1.9,0.4,-0.6,0.1,1,1.1,-0.9,-0.8
O=C(Cc1ccccc1)Nc1cc(Cl)ccc1Sc1ccccc1,-4,-1,6,0.3,2.0,-1.9,0.1,9,-0.5,4.6,-1.2
CCCCOCCCNC(=O)N[C@H](C(=O)O)C(C)CC (some centres undefined),-2,4,5,-0.7,0.2,0.0,0.8,-1,-0.1,-0.4,-1.0
CCOc1ccc(-c2nc(N)nc(C)c2-c2ccc(OC)c(OC)c2)c(O)c1,-1,0,6,0.2,-0.1,2.9,0.5,-14,-0.6,-1.1,-0.8
CC(C)CCn1c(SCC(=O)Nc2ccccc2C(F)(F)F)nc2nccnc2c1=O,-2,0,-1,0.6,-2.0,-2.3,0.1,-4,0.1,-1.2,-0.5
COc1ccc(OC)c2[nH]c(C(=O)O)cc12,0,8,-4,0.6,1.4,-3.0,0.1,-54,0.6,1.3,-0.7
CCC(C)NC(=O)C1CCN(C(=O)N(C)C)CC1 (centres undefined),-3,19,1,3.9,2.0,-1.1,0.1,-5,-0.3,0.6,-1.3
CC(C)=C1C(=O)NN(c2cccc(Cl)c2)C1=O,-3,6,-3,-2.4,-0.5,2.2,0.3,-1,0.4,2.7,-1.5
Cc1nccn1CC(=O)O,3,8,0,1.9,0.5,0.1,-0.3,0,/,/,-1.1
Cc1cc(NC(=O)c2cc3cc([N+](=O)[O-])ccc3s2)no1,-3,12,-3,-0.7,0.9,2.9,-1.2,-4,0.3,1.6,-1.8
